KAT2A inh – GCN5L2 (KAT2A) acetyltransferase inhibition; Q92830; GCN5L2 HAT assay, ThioGlo1 CoA-SH fluorescence; Potency, µM (top dose mostly 58.9 µM), without a hit: at the highest dose activity change, negative = inhibition, hits mostly inhibitors; 0.21% of 390,000 active; AID 504327
Target sequence (Q92830 whole entry, looked up): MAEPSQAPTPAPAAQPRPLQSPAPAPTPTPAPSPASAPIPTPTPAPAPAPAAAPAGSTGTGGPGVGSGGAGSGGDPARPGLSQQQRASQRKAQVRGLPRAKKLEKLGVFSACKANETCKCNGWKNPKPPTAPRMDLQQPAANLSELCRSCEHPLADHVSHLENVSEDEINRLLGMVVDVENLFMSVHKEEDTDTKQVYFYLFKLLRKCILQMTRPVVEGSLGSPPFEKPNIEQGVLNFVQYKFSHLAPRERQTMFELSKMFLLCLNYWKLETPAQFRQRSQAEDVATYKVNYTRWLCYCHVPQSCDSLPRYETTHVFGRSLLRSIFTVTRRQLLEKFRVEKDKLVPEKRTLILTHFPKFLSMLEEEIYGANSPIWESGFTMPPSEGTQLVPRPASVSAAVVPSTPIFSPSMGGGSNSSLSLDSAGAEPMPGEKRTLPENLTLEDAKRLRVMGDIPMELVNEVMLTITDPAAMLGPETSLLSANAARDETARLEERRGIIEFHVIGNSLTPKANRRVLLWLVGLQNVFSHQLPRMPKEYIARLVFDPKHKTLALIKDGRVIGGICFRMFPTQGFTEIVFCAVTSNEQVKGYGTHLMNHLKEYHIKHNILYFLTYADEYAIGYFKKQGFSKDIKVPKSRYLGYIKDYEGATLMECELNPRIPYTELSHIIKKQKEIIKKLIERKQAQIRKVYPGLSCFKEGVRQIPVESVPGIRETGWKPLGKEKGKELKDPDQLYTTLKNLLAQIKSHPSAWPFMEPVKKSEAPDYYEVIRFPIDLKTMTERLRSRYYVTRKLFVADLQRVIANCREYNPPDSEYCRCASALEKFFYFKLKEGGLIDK
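GCN5L2 (20nM final) in 50mM HEPES, 0.1mM EDTA pH 7.5, 0.01% Tween-20 was preincubated 15 min at room temperature with compound, then given ThioGlo1 (50uM), H3(1-25) peptide (75uM) and acetyl-CoA (70uM); CoA-thiol fluorescence (Ex340/Em540) was read at 0 and 20 min.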
FEN1 inhibitor – inhibitors of human flap endonuclease 1. P39748. Recombinant FEN1 flap cleavage, fluorescence, 15 min. Potency, µM (series often up to 114 µM), inactives show at the top dose activity change, negative = inhibition, most hits filed as inhibitors. 0.35% of 390,000 active. AID 588795; note: nearly all actives have a fitted effect of over 65% in size
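Steps: FEN1 (10 nM) dispensed; compound added by pin tool; 15 min at room temperature; substrate added to 50 nM final; reads at 0 min and 15 min; data normalized and fitted (four-parameter Hill).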
N370S GC – inhibitors or activators of N370S glucocerebrosidase for Gaucher disease | P04062 | N370S GC spleen homogenate, 4MU-glucoside fluorescence | Potency, µM (top dose mostly 59.4 µM), for inactives: top-dose activity change, negative = inhibition, usual class: inhibitors | 0.092% of 330,000 active;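 note: 0% = full enzyme activity and -100% = no enzyme basal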
* hit, by the source's call; ? = inconclusive; . = no result given; [ ] = dose if it differs, or a comment. Calls come from the whole dose curve; as a rule, active = well fitted curve in the direction sought with a large enough effect; inconclusive = small, poorly fitted or top-dose-only effect, or another doubt; inactive = no such curve, though single readings can be large; an effect the other way counts as inactive or inconclusive. Unless noted, % is set by controls: 0 for no effect and ±100 for the full control effect; potency is the fitted concentration of half-maximal effect. An excerpt (hit frequency here may not be typical).

1	COc1ccc(CCNC(=O)C2CCCN2S(=O)(=O)c2ccc(F)cc2)cc1OC (stereo unspecified)
2	COc1ccc(OC)c(-c2cc(C(=O)NCCN3CCOCC3)no2)c1
3	CCC(C(=O)OCC(=O)Nc1ccc(C(N)=O)cc1)c1ccccc1 (stereo unspecified)
4	COc1ccc(OC)c(/C=C/C(=O)OCC(=O)Nc2ccc3c(c2)OCCO3)c1
5	CCOCCCN1C(=O)C2C(C(=O)Nc3ccc(OCC)cc3)C3C=CC2(O3)C1C(=O)NC1CCCCC1 (stereo unspecified)
6	COc1nc(N)nc(NC23CC4CC(CC(C4)C2)C3)n1

Screen / compound no.	1	2	3	4	5	6
KAT2A inh	-1%	-3%	1%	-1%	0%	-8%
FEN1 inhibitor	-3%	1%	0%	-1%	-1%	-6%
N370S GC	-3%	-7%	-24%	6%	-2%	-5%

7	NS(=O)(=O)c1cc2c(cc1Cl)N[C@@H](C(Cl)Cl)NS2(=O)=O
8	COc1ccc(OC)c(-n2c(-c3cc(-c4ccc(F)cc4)n[nH]3)n[nH]c2=S)c1
9	CCN(CC(=O)NC(C)(C)C)Cc1nc2c(Br)cc(Br)cc2c(=O)[nH]1
10	CCOc1cc(/C=N/NC(=O)C(OC)c2ccccc2)ccc1O (stereo unspecified)
11	O=C(CCC(=O)c1ccccc1)NCCc1c[nH]c2ccccc12
12	Cc1cc(C)cc(-n2nnc(C(=O)NCc3ccccc3Cl)c2N)c1

Screen / compound no.	7	8	9	10	11	12
KAT2A inh	-5%[21.4 µM]	-2%	-6%	1%	-5%	-8%
FEN1 inhibitor	.	2%	-4%	12%	2%	-1%
N370S GC	6%[21.6 µM]	1%	19%	-3%	-12%	2%

13	COc1ccc(OCCNS(=O)(=O)Cc2ccccc2)cc1
14	CC(C)CCC(CCN1CCOCC1)c1ccc2c(c1)OCO2 (stereo unspecified)
15	Cc1ccc(C)c(C(=O)Nc2c(C(N)=O)oc3ccccc23)c1
16	O=C(c1c[nH]c2ccc(S(=O)(=O)N3CCC4(CC3)OCCO4)cc2c1=O)N1CCOCC1
17	Cc1ccc(Cn2cccc2/C=N/NC(=S)Nc2ccc(C)cc2)cc1
18	COc1ccc2cc(C(=O)Nc3ccc(S(N)(=O)=O)cc3)sc(=O)c2c1OC

Screen / compound no.	13	14	15	16	17	18
KAT2A inh	-1%	1%	-4%	-4%	-3%	-18%
FEN1 inhibitor	3%	0%	22%	-3%	-19%	-21%
N370S GC	-2%	-26%	-2%	3%	20%	-8%

19	O=C(NCCCNCCCNC(=O)c1ccc(/C=N/O)nc1)c1ccc(/C=N/O)nc1
20	COc1ccc(CCNC(=O)COC(=O)C2COc3ccccc3O2)cc1 (stereo unspecified)
21	O=C(c1ccc(Br)cc1)c1sc(N2CCOCC2)nc1-c1ccccc1
22	Cc1ccc(-n2ccnc2SCC(=O)N(CC(C)C)C2CCS(=O)(=O)C2)c(C)c1 (stereo unspecified)
23	COc1ccc(S(=O)(=O)N2CCOCC2)cc1C(=O)N1CCCCC1
24	Cc1ccc(-c2n[nH]c(=O)c3ccccc23)c(C)c1

Screen / compound no.	19	20	21	22	23	24
KAT2A inh	-11%	1%	-15%	-3%	-2%	?
FEN1 inhibitor	16%	-7%	1%	1%	-1%	7%
N370S GC	-4%	.	29%	1%	-14%	-7%

25	Cc1cc2c(cc1S(=O)(=O)N1CCN(c3ccccc3)CC1)OCC(=O)N2
26	O=C(CNC(=O)c1ccc2c(c1)OCCO2)N/N=C/c1cccc(Br)c1
27	Cn1c(=O)c(C(=S)NC(=O)C2CC2)c(N)n(Cc2ccccc2)c1=O
28	Cc1c(C(=O)O)sc2nc(SCC(=O)Nc3ccc(S(=O)(=O)NC(C)(C)C)cc3)[nH]c(=O)c12
29	CCCCOc1cccc(C2c3c(-c4cc(C)ccc4O)n[nH]c3C(=O)N2CCOC)c1 (stereo unspecified)
30	COc1ccc(-c2nc3scc(CCNS(=O)(=O)c4ccc(Oc5ccccc5)cc4)n3n2)cc1OC

Screen / compound no.	25	26	27	28	29	30
KAT2A inh	-13%	-5%	-16%	-6%	-17%	-1%
FEN1 inhibitor	-15%	3%	.	-13%	-22%	-3%
N370S GC	-11%	24%	5%	-1%	.	.

31	CCCn1c(=O)sc2cc(NC(=O)c3ccccc3Cl)ccc21
32	O=C(Nc1ccc(OC(F)(F)F)cc1)c1cnccn1
33	O=S(=O)(Nc1cccnc1)c1ccc(Cl)c(C(F)(F)F)c1
34	Cc1ccc(N=C2NC(=O)/C(=C\c3ccc(C)s3)S2)cc1
35	O=S(=O)(c1ccccc1)N1CCC2(CCCN(Cc3ccncc3)C2)CC1
36	CCOc1ccc(NC2CCCCC2NS(=O)(=O)c2ccccc2)cc1 (stereo unspecified)

Screen / compound no.	31	32	33	34	35	36
KAT2A inh	-14%	-5%	.	3%	-18%	-11%
FEN1 inhibitor	-12%	1%	2%	1%	.	-21%
N370S GC	.	-2%	1%	10%	-26%	-11%

37	CC(C)CCNC1=CC(=O)CC(c2ccccc2)C1 (stereo unspecified)
38	CCc1nc(Nc2ccc(NC(C)=O)cc2)c2oc3ccccc3c2n1
39	COc1ccc(NC(=O)c2cc(C3CC3)nc3c2c(C)nn3-c2ccccc2)cc1OC
40	COC(=O)c1cn(CC(=O)NC2CCCCCC2)c2ccccc12
41	CC(C)(C)c1ccc(OCc2ccc(C(=O)N/N=C3\CC4CC=CC34)cc2)cc1 (stereo unspecified)
42	Nc1nc(-c2ccccc2)c(C(=O)Nc2ccccc2)s1

Screen / compound no.	37	38	39	40	41	42
KAT2A inh	-5%	23%	-1%	-10%	-10%	-3%
FEN1 inhibitor	-3%	12%	1%	-6%	-5%	10%
N370S GC	16%	4%	.	5%	-10%	-15%

43	COc1cc(OC)c(NC(=O)N2CCc3c([nH]c4ccccc34)C2c2ccccc2F)cc1Cl (stereo unspecified)
44	Cc1ccc(-n2[nH]c(C)c(C=Nc3ccc4[nH]c(=O)[nH]c4c3)c2=O)cc1
45	NC(=O)CN1C(=O)C(=O)N(Cc2cccc(Cl)c2)C1=O
46	Cc1nn(C(C)C(=O)NCCc2ccccc2)c(=O)c2cc3occc3n12 (stereo unspecified)
47	Cn1c(N)c(C(=O)COC(=O)Cc2ccc(F)cc2)c(=O)n(C)c1=O
48	C=CCNC(=O)c1cc(-c2cccnc2)nc2ccccc12

Screen / compound no.	43	44	45	46	47	48
KAT2A inh	-14%	3%	-5%	2%	-1%	0%
FEN1 inhibitor	-2%	-5%	-14%	-12%	3%	-5%
N370S GC	.	0%	-9%	-2%	0%	-6%

49	C=CCC1(CC=C)CCCN1C(=O)c1cc(COc2cccc(OC)c2)on1
50	O=C(CC1OC(=O)c2ccccc21)NNC(=O)c1ccc(F)cc1 (stereo unspecified)
51	COc1cc2nc(N3CCCN(C)CC3)nc(NC3CCN(Cc4ccccc4)CC3)c2cc1OC
52	O=[N+]([O-])c1ccc(/C=N/Nc2nc(N3CCOCC3)nc(N3CCOCC3)n2)cc1
53	O=C(NCc1ccc(F)cc1)c1ccc(Cl)c(NC2=NC3CS(=O)(=O)CC3S2)c1 (stereo unspecified)
54	CN(Cc1ccccc1)C(NC(=O)c1ccccc1)C(Cl)(Cl)Cl (stereo unspecified)

Screen / compound no.	49	50	51	52	53	54
KAT2A inh	-14%	-5%	?	-2%	6%	-10%
FEN1 inhibitor	-24%	-3%	18µM*	.	-1%	-2%
N370S GC	-4%	.	.	-7%	-2%	8%

55	O=C(Nc1ccccc1)c1nn(-c2cccc(C(F)(F)F)c2)ccc1=O
56	O=C(Cn1c(COc2ccccc2)nc2ccccc21)Nc1cc(Cl)ccc1Cl
57	CC1=NN(c2ccccc2)C(=O)C1N=Nc1ccccc1 (stereo unspecified)
58	CCCC1(C(=O)OC)NC(c2cc(OC)c(OC)c(OC)c2)C2C(=O)N(CC)C(=O)C21 (stereo unspecified)
59	CCc1ccccc1NC(=O)C(C)n1nc([N+](=O)[O-])c(Br)c1C (stereo unspecified)
60	Cc1ccc(C)c(OCC(O)CNC2CCCC2)c1 (stereo unspecified)

Screen / compound no.	55	56	57	58	59	60
KAT2A inh	-2%	-1%	-2%	1%	-1%	1%
FEN1 inhibitor	4%	-9%	5%	2%	-2%	19%
N370S GC	8%	1%	1%	10%	-6%	3%

61	COC(=O)Cc1c(C)c2ccc3c(c2oc1=O)CN(Cc1ccccc1OC)CO3
62	COc1ccc(OC)c(-n2c(=S)[nH]c3cc(C(=O)N4CCC(C(N)=O)CC4)ccc3c2=O)c1
63	O=C1NCCCc2c1no[n+]2[O-]
64	COc1ccc(N(CC(=O)N/N=C(\C)c2ccc(C)cc2)S(=O)(=O)c2ccccc2)cc1
65	Cc1cccc(C(=O)NC(=S)Nc2ccccc2C(F)(F)F)c1
66	Cc1nnc(NC(=O)c2cccc(S(=O)(=O)N3CC(c4ccccc4)CC3=O)c2)s1 (stereo unspecified)

Screen / compound no.	61	62	63	64	65	66
KAT2A inh	-20%	-3%	-7%	-8%	-6%	2%
FEN1 inhibitor	-4%	7%	-11%	0%	-20%	-14%
N370S GC	.	-2%	-2%	-10%	24%	?

Compounds 54 to 65, quoted:
54	CN(Cc1ccccc1)C(NC(=O)c1ccccc1)C(Cl)(Cl)Cl (stereo unspecified)
55	O=C(Nc1ccccc1)c1nn(-c2cccc(C(F)(F)F)c2)ccc1=O
56	O=C(Cn1c(COc2ccccc2)nc2ccccc21)Nc1cc(Cl)ccc1Cl
57	CC1=NN(c2ccccc2)C(=O)C1N=Nc1ccccc1 (stereo unspecified)
58	CCCC1(C(=O)OC)NC(c2cc(OC)c(OC)c(OC)c2)C2C(=O)N(CC)C(=O)C21 (stereo unspecified)
59	CCc1ccccc1NC(=O)C(C)n1nc([N+](=O)[O-])c(Br)c1C (stereo unspecified)
60	Cc1ccc(C)c(OCC(O)CNC2CCCC2)c1 (stereo unspecified)
61	COC(=O)Cc1c(C)c2ccc3c(c2oc1=O)CN(Cc1ccccc1OC)CO3

Screen / compound no.	54	55	56	57	58	59	60	61
KAT2A inh	-10%	-2%	-1%	-2%	1%	-1%	1%	-20%
FEN1 inhibitor	-2%	4%	-9%	5%	2%	-2%	19%	-4%
N370S GC	8%	8%	1%	1%	10%	-6%	3%	.

62	COc1ccc(OC)c(-n2c(=S)[nH]c3cc(C(=O)N4CCC(C(N)=O)CC4)ccc3c2=O)c1
63	O=C1NCCCc2c1no[n+]2[O-]
64	COc1ccc(N(CC(=O)N/N=C(\C)c2ccc(C)cc2)S(=O)(=O)c2ccccc2)cc1
65	Cc1cccc(C(=O)NC(=S)Nc2ccccc2C(F)(F)F)c1

Screen / compound no.	62	63	64	65
KAT2A inh	-3%	-7%	-8%	-6%
FEN1 inhibitor	7%	-11%	0%	-20%
N370S GC	-2%	-2%	-10%	24%

Going on with the list.
67	CC(NC(=O)c1ccc2c(c1)N(Cc1ccc(Cl)cc1)C(=O)CS2)c1ccccc1 (stereo unspecified)
68	CC(C)(C)NC(=O)c1ccccc1-c1nc2ccccc2s1
69	CC(=O)Nc1ccccc1C(=O)C(=O)Nc1ccc(C)c(F)c1
70	O=C(CO/N=C/c1ccc(OC(F)F)cc1)NC1CCCC1
71	COC(=O)CSc1cnc2ccccc2n1
72	COc1ccc(CNC(=O)CN2C(=O)CCSc3ccc(S(=O)(=O)N4CCCC4)cc32)cc1

Screen / compound no.	67	68	69	70	71	72
KAT2A inh	-2%	1%	-7%	-3%	.	-5%
FEN1 inhibitor	-3%	10%	7%	15%	-2%	1%
N370S GC	.	3%	6%	-11%	1%	2%

73	O=C1C2C3C=CC(C3)C2C(=O)N1CN(Cc1ccccc1)CN1C(=O)C2C3C=CC(C3)C2C1=O (stereo unspecified)
74	COc1cccc(N2CCN(C(=O)CN3C(=O)COc4ccc(S(=O)(=O)N5CCC(C)CC5)cc43)CC2)c1
75	Cc1cccnc1NC(=O)CNC(=O)c1cccs1
76	Cc1ccc(NC(=O)c2oc3ccccc3c2NC(=O)Cc2ccccc2)cc1
77	Cc1nc([N+](=O)[O-])c(Sc2nc3ccccc3[nH]2)n1Cc1ccccc1
78	O=S(=O)(NCCC1=CCCCC1)c1c(Cl)cccc1Cl
79	CCCCn1c(N)c(N(CC)C(=O)c2ccc(Cl)c([N+](=O)[O-])c2)c(=O)[nH]c1=O
80	Cc1ccc(CNC(=O)c2ccc(S(=O)(=O)N3CCCCC3)cc2)cc1

Screen / compound no.	73	74	75	76	77	78	79	80
KAT2A inh	0%	-2%	1%	3%	7%	-41%	-11%	-2%
FEN1 inhibitor	0%	0%	8%	9%	2%	-16%	-2%	-5%
N370S GC	14%[2.35 µM]	.	-5%	.	22%	-1%	-3%	-4%

Screening data (PubChem BioAssay)
